From PubChem BioAssay
DRD3 antagonist = qHTS of D3 Dopamine Receptor Antagonist: qHTS; D3R cells, DiscoveRx beta-arrestin luminescence, antagonist mode; stronger effect = lower value; max response, negative = inhibition, %; 2.5% of 360,000 active; in the data active means max response below about -50%; inconclusive means no clear call, values can overlap the other calls; further: on the % scale 0 is the no-effect control and ±100 the full control effect; mostly tested at two doses, the higher about 12 µM
Target sequence (P35462 whole entry, looked up): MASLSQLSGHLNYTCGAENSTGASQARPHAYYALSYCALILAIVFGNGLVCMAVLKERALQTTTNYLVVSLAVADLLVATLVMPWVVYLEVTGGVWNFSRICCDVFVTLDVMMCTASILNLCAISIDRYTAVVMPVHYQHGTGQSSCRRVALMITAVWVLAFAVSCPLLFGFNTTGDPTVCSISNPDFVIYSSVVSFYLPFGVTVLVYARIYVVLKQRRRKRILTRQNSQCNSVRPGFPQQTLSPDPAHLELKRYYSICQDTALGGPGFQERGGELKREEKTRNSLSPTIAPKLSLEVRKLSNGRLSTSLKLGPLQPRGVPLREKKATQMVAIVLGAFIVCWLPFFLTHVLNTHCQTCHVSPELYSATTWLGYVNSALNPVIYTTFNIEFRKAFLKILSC
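Cells plated overnight at 1500 cells/well, then exposed to library compounds with dopamine controls for 90 minutes at 37 degrees C. DiscoveRx reagent added for 30–60 minutes at room temperature; luminescence read, quantitative HTS format.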
GLP1R cytotox = qHTS of GLP-1 Receptor Inverse Agonists: Cytotox Screen; 0.13% of 410,000 active; AID 624418, 2012; HEK293 cAMP-luciferase reporter cells, luminescence, 24 h; Potency, µM (top dose mostly 38.3 µM), for the others: at the top dose activity change, negative = inhibition, most hits filed as inhibitors;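 further: loss of luciferase light is scored as toxicity; potency means the concentration at half of the fitted maximal effect; on the % scale 0 is the no-effect control and ±100 the full control effect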
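Seeding density was 200 cells/uL; after overnight-length (12 h) culture, 23 nL compounds went on for 24 h at 37 °C. Readout used a luciferase detection reagent, luminescence taken after 12 min at room temperature.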
PTHR1 ag = qHTS for PTHR1 Agonists: Primary Screen; HEK293 GP2 PTHR1 cells, GloSensor cAMP luminescence, 1 h; 0.075% of 410,000 active; Potency, µM (titrated, usually from 115 µM), without a hit: at the highest dose activation, most hits filed as activators; Parathyroid hormone/parathyroid hormone-related peptide receptor (Homo sapiens), Q03431; AID 743266, 2014; further: potency means the concentration at half of the fitted maximal effect; nearly all actives have a fitted effect of over 55% in size; some results filed as inactive show a strong effect at the top dose; inactives centre near -15; many of its hits are not listed in these tables
Target sequence (Q03431 whole entry, looked up): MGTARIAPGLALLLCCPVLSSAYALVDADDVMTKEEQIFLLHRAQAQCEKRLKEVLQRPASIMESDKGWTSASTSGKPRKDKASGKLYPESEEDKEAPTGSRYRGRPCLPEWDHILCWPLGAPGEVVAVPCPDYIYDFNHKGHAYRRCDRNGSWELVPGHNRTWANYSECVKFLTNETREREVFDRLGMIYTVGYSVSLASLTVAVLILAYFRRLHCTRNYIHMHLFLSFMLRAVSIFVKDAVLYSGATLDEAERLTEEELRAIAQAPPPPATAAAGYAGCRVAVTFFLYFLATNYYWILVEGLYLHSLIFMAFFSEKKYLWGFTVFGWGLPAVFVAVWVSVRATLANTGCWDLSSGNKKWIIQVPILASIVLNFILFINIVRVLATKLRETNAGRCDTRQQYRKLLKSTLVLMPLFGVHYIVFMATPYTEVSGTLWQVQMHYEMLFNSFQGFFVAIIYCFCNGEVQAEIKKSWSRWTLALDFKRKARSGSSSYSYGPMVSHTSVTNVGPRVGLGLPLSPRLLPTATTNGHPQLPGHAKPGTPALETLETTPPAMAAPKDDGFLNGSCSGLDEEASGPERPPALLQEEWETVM
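HEK-293-derived GP2 cells expressing PTHR1 and a GloSensor cAMP reporter, 3,000/well, plated overnight, given luciferin plus IBMX (each 0.5 mM as added) for 1 h at 37 °C, then compound for 1 h at 37 °C. Luminescence was read after 15 min at room temperature.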
KB-V1 cytotox = qHTS assay for MDR1-selective chemotherapeutics: Primary screen using the drug-selected MDR subline cells KB-V1 | KB-V1 MDR cells viability, CellTiter-Glo, 72 h | Potency, µM (series often up to 46.1 µM), inactives show at the top dose activity change, negative = cytotoxicity, usual class: cytotoxic | 3.4% of 400,000 active | AID 1347076, 2019; further: potency means the concentration at half of the fitted maximal effect; on the % scale 0 is the no-effect control and ±100 the full control effect; nearly all actives have a fitted effect of over 60% in size
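Compound-treated KB-V1 multidrug-resistant cells, 72 h, 37 degrees C; viability by CellTiter-Glo. Fitted qHTS curves give the values.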
aSyn rescue = qHTS of alpha-syn Inhibitors. Potency, µM (doses to about 46.1 µM), inactives show at the top dose growth rescue (activation), actives largely listed as activators. Yeast expressing alpha-synuclein, growth rescue, BacTiter-Glo, 24 h. 0.14% of 370,000 active; further: potency means the concentration at half of the fitted maximal effect; % of control where 0% means no effect; nearly all actives have a fitted effect of over 65% in size
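Galactose-induced alpha-syn yeast (OD600=0.02, raffinose-pregrown) + pinned cpd, 24 hr, 30 deg C; growth by BacTiter-Glo luminescence. Growth restoration scores as activation.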
GLP-1R inv ag = qHTS of GLP-1 Receptor Inverse Agonists (Inhibition Mode); Glucagon-like peptide 1 receptor (Homo sapiens), P43220; HEK293 GLP-1R CRE-luciferase, luminescence, 24 h; GLP-1R form is constitutively active; Potency, µM (doses to about 38.3 µM), without a hit: at the highest dose activity change, negative = inhibition, most hits filed as inhibitors; 1.6% of 410,000 active; AID 624417, 2012; further: potency means the concentration at half of the fitted maximal effect; on the % scale 0 is the no-effect control and ±100 the full control effect; nearly all actives have a fitted effect of over 55% in size
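GLP-1R inverse agonism mode: basal reporter luminescence in engineered HEK293 cells measured after one day of compound exposure at 37 deg C, with a 12 min room-temperature detection step.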
TDP-43 yeast inh = qHTS of TDP-43 Inhibitors; 1.8% of 410,000 active; AID 652104, 2013; TDP-43 expressing yeast growth rescue, BacTiter-Glo, 24 h; Potency, µM (series often up to 46.1 µM), for inactives: top-dose growth rescue (activation), hits mostly activators; further: potency means the concentration at half of the fitted maximal effect; % of control where 0% means no effect; nearly all actives have a fitted effect of over 50% in size
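Cell-based yeast growth screen: TDP-43 expression induced in galactose, inoculum OD600=0.02 after raffinose pregrowth to mid-log. Read-out BacTiter-Glo luminescence at 24 hr, 30 deg C; inhibition of toxicity seen as signal increase.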
DRD3 agonist = qHTS of D3 Dopamine Receptor Agonist: qHTS; 0.58% of 410,000 active; D3R DiscoveRx beta-arrestin cells, luminescence, 90 min; max activation, %; D(3) dopamine receptor (Homo sapiens), P35462; in the data active means max activation above about 30%; further: 0% is about no effect; mostly tested at two doses, the higher about 12 µM
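Agonist-mode cell screen: cells plated at 1500/well and incubated overnight at 37 °C, then exposed to library compounds for 90 min at 37 °C. Detection reagent was added for 30–60 min at room temperature, and luminescence was read.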
GLP1R ag = qHTS of GLP-1 Receptor Agonists; Glucagon-like peptide 1 receptor (Homo sapiens), P43220; HEK293 GLP-1R CRE-luciferase, luminescence, 4-6 h; cells express a hypersensitive GLP-1R form; Potency, µM (series often up to 45.6 µM), for inactives: at the highest dose activation, actives largely listed as activators; 0.007% of 380,000 active; AID 624172, 2012; further: potency means the concentration at half of the fitted maximal effect; % of control where 0% means no effect
Starred values were filed as active, the others as inactive; i = inactive; ? = inconclusive; / = no result given; & = joins results of further samples; [ ] = another dose, or the depositor's remark. Unless noted, the call rests on the fitted dose curve; in most records, active means well fitted curve in the direction sought with a large enough effect; inconclusive means small, poorly fitted or top-dose-only effect, or another doubt; inactive means no such curve, though single readings can be large; an effect the other way counts as inactive or inconclusive. An excerpt; rates above refer to the full screens.

SMILES | DRD3 antagonist | GLP1R cytotox | PTHR1 ag | KB-V1 cytotox | aSyn rescue | GLP-1R inv ag | TDP-43 yeast inh | DRD3 agonist | GLP1R ag
O=C(CSc1nnc2ccccn12)N1CCc2ccccc21 | -25 | 14% | -32%[inhibitor] | -7% | 1% | -16% | -8% | -11 | 0%
Cc1cccc(OCC(=O)N/N=C\C=C\c2ccc3c(c2)OCO3)c1C | -5 | 10% | -3% | 13% | -6% | 0% | 1% | -3 | -1%
C=C(C)c1cccc(C(C)(C)NC(=O)NCc2ccncc2)c1 | -4 | 1% | i | 0% | -3% | 0% | -10% | 12 | 8%
S=C(NCCC1=CCCCC1)Nc1ccccc1 | 10 | ? | -33%[inhibitor][57.5 µM] | ? | 4% | ? | ? | -7 | 8%
CCN1c2ccccc2-c2nc(SCC(=O)NCc3ccccc3)ncc2S1(=O)=O | / | 5% | i | 4% | / | -6% | 0% | -13 | /
COc1cccc2cc(C(=O)C3=C(O)C(=O)N(CCN(C)C)C3c3ccc(Cl)cc3)oc12 (stereo not given) | -12 | -1% | i | 0% | 3% | 12% | -3% | 3 | 0%
Cc1cc(O)c(C(C)C)cc1N=C1CSC(=O)N1 | 17 | -13% | i | 5% | 2% | -36% | 1% | 1 | -7%
Cc1cccc(NC(=O)Cn2c(=O)n(CCCS(=O)(=O)C3CCCCC3)c(=O)c3ccccc32)c1 | / | 1% | -7% | -12% | / | -2% | 10% | 6 | -4%
Cc1nn(CCCC(=O)Nc2cccnc2)c(C)c1[N+](=O)[O-] | 0 | -2% | i | 0% | 0% | 19% | -5% | 17 | 4%
CCCOc1ccc(C(=O)Nc2ccc(N3CCN(C(C)=O)CC3)cc2)cc1 | -9 | -12% | -13% | -19% | 1% | 0% | 25% | 2 | -2%
CN(C(=O)/C=C/c1ccccc1)C1CCCCC1 | 1 | 6% | -35%[inhibitor] | -13% | 9% | ? | 17% | 5 | 9%
Cc1ccc(NC(=O)Cn2c(=O)n(Cc3ccco3)c(=O)c3ccccc32)c(C)c1 | -11 | 2%&1% | -13% | 11%&-7% | -1% | -6%&0% | ? | 4&-1 | -2%&-10%
CCOC(=O)c1oc2ccc(CNC3CCCCC3)c(Cl)c2c1C | -86* | -27% | 9%[57.5 µM] | -12% | -1% | ? | -29% | -36 | 17%
N#CCN1CCC(c2cc(-c3ccco3)n[nH]2)CC1 | -5 | -1% | i | 4% | 0% | 10% | 3% | -4 | 0%
Cc1c(Br)c([N+](=O)[O-])nn1CC(=O)N1CCN(C23CC4CC(CC(C4)C2)C3)CC1 | 3 | -16% | -11% | 0% | 3% | 10µM* | 9% | 2 | 2%
COc1ccccc1C(=O)NC(=S)Nc1ccc(NC(=O)c2cccs2)cc1 | 16 | -27% | -12% | 0% | 0% | 2% | 26% | 13 | 4%
COc1ccc(NC(=S)N2CCOCC2)c(OC)c1 | 12 | -14% | -8% | 15% | -8% | 8% | 17% | 0 | 5%
COc1ccc(-n2c(C)nc3c(cnn3-c3ccc(F)cc3)c2=O)cc1 | / | 1% | -36%[inhibitor] | 3% | / | 2% | 9% | 1 | -1%
COc1ccccc1C(=O)Nc1ccon1 | ? | 7% | i | -17% | 9% | 14% | -20% | -7 | -9%
O=C(Nc1ccccc1NC(=O)c1c(F)cccc1F)c1c(F)cccc1F | -2 | 1% | i | -3% | -2% | 23% | 10% | 7 | 5%

Molecules listed so far that contain a Cl atom:
SMILES | DRD3 antagonist | GLP1R cytotox | PTHR1 ag | KB-V1 cytotox | aSyn rescue | GLP-1R inv ag | TDP-43 yeast inh | DRD3 agonist | GLP1R ag
COc1cccc2cc(C(=O)C3=C(O)C(=O)N(CCN(C)C)C3c3ccc(Cl)cc3)oc12 (stereo not given) | -12 | -1% | i | 0% | 3% | 12% | -3% | 3 | 0%
CCOC(=O)c1oc2ccc(CNC3CCCCC3)c(Cl)c2c1C | -86* | -27% | 9%[57.5 µM] | -12% | -1% | ? | -29% | -36 | 17%

The listing continues:
SMILES | DRD3 antagonist | GLP1R cytotox | PTHR1 ag | KB-V1 cytotox | aSyn rescue | GLP-1R inv ag | TDP-43 yeast inh | DRD3 agonist | GLP1R ag
COc1ccc(Cl)c2c1[nH]c1nc(SCc3cccnc3)nnc12 | 3 | -8% | -19% | -3% | 1% | 10% | 21% | -7 | 0%
COc1ccc2cc(C3=CC(=O)CC(C)(C)C3=O)ccc2c1 | 2 | 2% | -39%[inhibitor] | -25% | 5% | 1% | 5% | 0 | 2%
COc1ccccc1N1CCN(S(=O)(=O)c2cn(C)cn2)CC1 | -9 | 1% | i | -1% | 0% | 2% | -13% | -2 | -5%
Cc1ccccc1CN1CCN(C(=O)CC(C)C)CC1 | -6 | -1% | i | -7% | -10% | -2% | 14% | 0 | -1%
COc1cccc(C(NC(C)=O)c2nc(-c3cnn(C)c3)cs2)c1 (stereo not given) | 21 | 2% | i | 15% | -1% | -10% | ? | 8 | 16%
Cc1noc(C)c1C(=O)N(C)C[C@@H]1OCc2ccccc2-c2c(n(C)c3ccccc23)C(=O)N([C@H](C)CO)C[C@H]1C | -17 | -4% | -24% | 1% | 0% | -3% | 4% | -6 | -3%
O=c1[nH]c(NC2CCN(S(=O)(=O)c3ccccc3C(F)(F)F)CC2)nc2c1CCCC2 | 53 | -2% | -49%[inhibitor] | -14% | 11% | 132%[activator] | -8% | 20 | 1%
CCOC(=O)CC1C(=O)NCCN1S(=O)(=O)c1ccc(OC)cc1 (stereo not given) | 4 | -12% | i | 11% | 8% | -12% | 0% | 23 | 5%
CC1=C(C(=O)Nc2ccccn2)C(c2cn(C)nc2C)C2=C(CCCC2=O)N1 (stereo not given) | 13 | 3% | i | 7% | -3% | 14% | -18% | 3 | 0%
Cc1cccc(NC(=O)CSc2cc(C)c(C#N)c3nc4ccccc4n23)c1 | -12 | 19% | -31%[inhibitor] | 12% | 2% | 11% | 5% | -9 | -5%
Cc1ccc(C2CC(=O)Oc3cc(C)cc(C)c32)cc1 (stereo not given) | -23 | 2% | i | 0% | 16% | 0% | 9% | 4 | 4%
Cc1ccc(Cn2c(=O)c3c(nc4n3CCN4c3cc(C)cc(C)c3)n(C)c2=O)cc1 | / | 0% | -17% | / | / | 9% | 22% | 6 | /
Cc1c(N)cc[n+](CC(=O)c2ccccc2)c1C | 12 | -17% | i | ? | 0% | -16% | -25% | 23 | 3%
CC(C)C[C@H]1CN(CCCC[C@H]2CNC(=O)C(=O)N2CC2CCCCC2)C(=O)C(=O)N1CC1CCCCC1 | 1 | 9% | ? | 26% | 10% | 8% | 6% | 3 | -4%
CC(C)N(C(=O)CSc1nc2ccccc2n1Cc1ccc(F)cc1)C(C)C | 0 | ? | -8% | ? | 0% | 2.8µM* | ? | -9 | 4%
CCOc1ccc(-c2nnn(CC(=O)c3ccc4c(c3)OCCO4)n2)cc1 | 15 | -19% | -2%[57.5 µM] | -12% | -9% | -6% | -9% | 37* | 0%
COc1ccc(C)cc1NC(=O)CN1CCN(c2ccccc2F)CC1 | -70* | 20% | -7% | ? | -15% | ? | -8% | -9 | 8%
C[C@]12c3[nH]c4ccc(Cl)cc4c3CCN1C(=O)[C@@H](CC(=O)NCC13CC4CC(CC(C4)C1)C3)C[C@@H]2C(=O)N1CCOCC1 | -50* | -9% | -2% | ? | 11% | 10µM* | 20% | -23 | 2%
O=C(Cn1nc(Cc2cccnc2)c2ccccc2c1=O)N1CCN(c2ccc(F)cc2)CC1 | / | -3% | -68%[inhibitor] | / | / | 0% | -7% | -23 | /
CCOCCn1c(=O)c2c(nc3n2CC(C)CN3Cc2ccccc2)n(C)c1=O (stereo not given) | -7 | -11% | -19% | -17% | 1% | -17% | -10% | 3 | 14%

Next section; it opens with the 2 that closed the last part.
smiles	DRD3 antagonist	GLP1R cytotox	PTHR1 ag	KB-V1 cytotox	aSyn rescue	GLP-1R inv ag	TDP-43 yeast inh	DRD3 agonist	GLP1R ag
O=C(Cn1nc(Cc2cccnc2)c2ccccc2c1=O)N1CCN(c2ccc(F)cc2)CC1	/	-3%	-68%[inhibitor]	/	/	0%	-7%	-23	/
CCOCCn1c(=O)c2c(nc3n2CC(C)CN3Cc2ccccc2)n(C)c1=O (stereo not given)	-7	-11%	-19%	-17%	1%	-17%	-10%	3	14%
CCn1c(=O)cc(OCC(=O)NCCc2ccc(OC)c(OC)c2)c2ccccc21	-9	7%	i	-23%	-4%	61%[activator]	-19%	-9	19%
Cc1cccc(OCC(=O)N2CCN(C(=O)Cc3ccccc3)CC2)c1	-4	-7%	-50%[57.5 µM]	-14%	2%	1%	16%	2	9%
Cc1ccc(C(=O)C(OC(=O)COc2ccccc2C)c2ccccc2)cc1 (stereo not given)	1	-7%	-3%[57.5 µM]	22%	5%	-4%	2%	1	0%
Cc1ccc(NC(=O)CSc2nc3[nH]c(=O)cc(O)c3s2)c(Br)c1	13	-17%	i	-4%	-1%	-7%	20%	-2	-4%
